Assay outcomes from PubChem BioAssay.
TcdB GH inh = inhibitors of Clostridioides difficile toxin B glycohydrolase | TcdB glycohydrolase enzymatic assay, plate reader | inhibition, % at 9.99 µM | 350,000 compounds, 0.24% hits; in the data active = inhibition above about 10%
Yp Topo-I inh = Y. pestis Topo-I inhibition via cleavage products; Y. pestis Topo-I cleavage product accumulation, plate reader; activity, % at 10 µM; 360,000 compounds, 0.064% hits; AID 504884; in the data active = activity above about 50%, passing the limit was not always enough; inconclusive = no clear call, values can overlap the other calls; also: inactives centre near 2
CCHF vOTU inh = CCHFV vOTU protease inhibition | Pep-AMC fluorescence | 370,000 compounds, 0.55% hits | inhibition, % at 11.5 µM; in the data active = inhibition above about 30%; also: 0% = vehicle wells with enzyme and 100% = no enzyme wells
BoNT-A LC inh2 = blocks Botulinum neurotoxin A light chain protease; inhibition, % at 10 µM; 360,000 compounds, 0.17% hits; AID 588499; multiplex microsphere protease substrate cleavage, flow cytometry; also: plate controls were buffer without enzyme for full effect and enzyme alone for no effect
DUSP3 inh = inhibitors of human VHR1 phosphatase (DUSP3) | 290,000 compounds, 0.52% hits | P51452 | inhibition, % at 13.3 µM | recombinant VHR phosphatase, pNPP absorbance; in the data active = inhibition above about 50%; also: some compounds called inactive have numbers as strong as hits
Target sequence (P51452 whole entry, looked up): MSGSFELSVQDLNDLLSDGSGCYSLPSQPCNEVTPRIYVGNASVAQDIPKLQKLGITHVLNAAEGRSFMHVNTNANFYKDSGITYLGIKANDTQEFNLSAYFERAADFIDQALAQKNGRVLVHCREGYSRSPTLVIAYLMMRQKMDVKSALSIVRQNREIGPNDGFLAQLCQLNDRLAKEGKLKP
Anthrax LF prot = anthrax lethal factor protease inhibition; P15917; multiplex microsphere protease cleavage assay, LF; inhibition, % at 10 µM; 360,000 compounds, 0.12% hits; AID 588501; also: plate controls were buffer without enzyme for full effect and enzyme alone for no effect
Target sequence (P15917 whole entry, looked up): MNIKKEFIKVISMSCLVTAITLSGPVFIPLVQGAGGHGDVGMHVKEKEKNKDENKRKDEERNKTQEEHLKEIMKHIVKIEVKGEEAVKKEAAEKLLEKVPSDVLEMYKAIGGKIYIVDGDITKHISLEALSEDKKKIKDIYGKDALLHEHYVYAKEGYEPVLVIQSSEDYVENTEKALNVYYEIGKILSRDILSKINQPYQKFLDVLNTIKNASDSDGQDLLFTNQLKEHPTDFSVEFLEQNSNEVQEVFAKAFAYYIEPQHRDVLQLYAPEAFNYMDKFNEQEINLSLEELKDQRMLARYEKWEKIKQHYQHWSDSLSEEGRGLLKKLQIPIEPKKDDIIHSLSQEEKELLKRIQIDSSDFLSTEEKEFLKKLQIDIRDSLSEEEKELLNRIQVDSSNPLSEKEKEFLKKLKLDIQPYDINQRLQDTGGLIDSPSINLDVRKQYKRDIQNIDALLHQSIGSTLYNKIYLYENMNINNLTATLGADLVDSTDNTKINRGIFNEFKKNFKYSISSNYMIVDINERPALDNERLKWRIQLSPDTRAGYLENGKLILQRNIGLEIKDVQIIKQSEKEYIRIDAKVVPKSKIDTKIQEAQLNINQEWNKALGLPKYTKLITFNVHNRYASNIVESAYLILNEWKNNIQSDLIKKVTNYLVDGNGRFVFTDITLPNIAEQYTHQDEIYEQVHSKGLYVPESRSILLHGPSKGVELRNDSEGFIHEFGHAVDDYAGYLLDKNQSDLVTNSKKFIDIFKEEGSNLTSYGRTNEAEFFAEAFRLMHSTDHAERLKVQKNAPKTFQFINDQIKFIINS
Vc quorum ag = inducers of Vibrio cholerae quorum light production without autoinducers. V. cholerae BH1578 lux reporter, luminescence, 6 h. 350,000 compounds, 0.16% hits. AID 588436. activation, % at 18.7 µM; in the data active = activation mostly above about 9.7%, no sharp cut-off; inconclusive = no clear call, values can overlap the other calls; inactive = mostly below about 3.7%; also: not every result past the cut was called active; inactives centre near 0; reference of the scale not given here
SSB-PriA inh = blocks PriA binding to SSB C-terminal tail. AlphaScreen SSBct-PriA binding, biotinylated peptide. inhibition, % at 33 µM. 430,000 compounds, 0.6% hits. AID 1272365; in the data active = inhibition mostly above about 37%, no sharp cut-off; inactive = mostly below about 20%;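 also: plate controls were negative control peptide for no effect and reference peptide for full effect; strong numbers were not always called active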
SARS 3CLpro inh = SARS-CoV 3CLpro protease inhibition; P0C6X7; recombinant SARS-CoV 3CLpro, quenched FRET peptide cleavage; inhibition, % at 6 µM; 290,000 compounds, 0.14% hits; AID 1706; in the data active = inhibition above about 12%
PfHsp40 yeast = restores yeast growth despite PfHsp40 toxicity. S. cerevisiae expressing PfHsp40, growth rescue, ATP luminescence. growth rescue, % at 12.5 µM. 340,000 compounds, 0.68% hits; in the data active = growth rescue above about 28%, passing the limit was not always enough; inconclusive = no clear call, values can overlap the other calls;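 also: yeast W303a lacking pdr1 and pdr3 grown in galactose medium; growth measured after three days at 30 °C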
Starred values were filed as active, the others as inactive. Rule as the data show it, unless noted: active = inhibition above about 30%; inconclusive = no clear call, values can overlap the other calls; inactive = below that. Not all compounds are listed; the hit share may differ from the screen's.

`Cc1cccc(OC(C)C(=O)N2CCCN(C)CC2)c1C` (configuration not stated) gave Yp Topo-I inh 6, BoNT-A LC inh2 0.0, DUSP3 inh 26, Anthrax LF prot -4, Vc quorum ag 1.5, SSB-PriA inh -1, SARS 3CLpro inh 3 and PfHsp40 yeast -0.9.
`COc1ccc(S(=O)(=O)N(C)C)cc1NCC(=O)Nc1ccc(F)cc1F` gave Yp Topo-I inh -3, CCHF vOTU inh 1, BoNT-A LC inh2 0.7, DUSP3 inh -13, Anthrax LF prot 1, Vc quorum ag inactive, SSB-PriA inh -9, SARS 3CLpro inh 4 and PfHsp40 yeast 0.1.
`CN(CC(=O)Nc1ccccc1C(F)(F)F)C(=O)c1ccc(-c2ccc(Cl)cc2)o1` gave TcdB GH inh 2.2, Yp Topo-I inh -1, CCHF vOTU inh 6, BoNT-A LC inh2 -3.7, Anthrax LF prot -1, Vc quorum ag -0.9, SSB-PriA inh -21 and PfHsp40 yeast -0.6.
`CC(=O)Nc1ccc(S(=O)(=O)Nc2nc(CN3CCOCC3)nc3sc4c(c23)CCCC4)cc1` gave Yp Topo-I inh 6, CCHF vOTU inh 4, BoNT-A LC inh2 0.3, DUSP3 inh 18, Anthrax LF prot 1, Vc quorum ag inactive, SSB-PriA inh 2, SARS 3CLpro inh 2 and PfHsp40 yeast -0.9.
`CCOC(=O)NCCOC(=O)Nc1ccc(Cl)cc1` gave TcdB GH inh -0.4, Yp Topo-I inh -3, CCHF vOTU inh -7, BoNT-A LC inh2 -0.3, DUSP3 inh 9, Anthrax LF prot -2, Vc quorum ag -0.4, SSB-PriA inh -2, SARS 3CLpro inh 2 and PfHsp40 yeast -0.6.
Screening COC(=O)c1ccc(COC(=O)c2cccn2C)o1 returned TcdB GH inh -0.3, Yp Topo-I inh -1, CCHF vOTU inh -3, BoNT-A LC inh2 -1.5, DUSP3 inh -3, Anthrax LF prot -1, Vc quorum ag -0.2, SSB-PriA inh 1, SARS 3CLpro inh -3 and PfHsp40 yeast 0.0.
`c1coc(-c2cc3nc(NCc4ccc5c(c4)OCO5)ccn3n2)c1` gave TcdB GH inh -0.5, Yp Topo-I inh 4, CCHF vOTU inh -8, BoNT-A LC inh2 -0.6, Anthrax LF prot -15 and Vc quorum ag inactive.
Screening COCCCNC(=O)C1CCC(CNS(=O)(=O)c2ccc3c(c2)N(C(C)=O)CCO3)CC1 (configuration not stated) returned TcdB GH inh 4.7, Yp Topo-I inh -4, CCHF vOTU inh -17, BoNT-A LC inh2 -1.3, DUSP3 inh 12, Anthrax LF prot 2, Vc quorum ag 2.0, SSB-PriA inh -23, SARS 3CLpro inh 5 and PfHsp40 yeast -0.9.
O=Cc1c[nH]c2ccc(C(=O)c3ccccc3)cc12 was read as TcdB GH inh 2.3, Yp Topo-I inh -7, CCHF vOTU inh -4, BoNT-A LC inh2 -2.7, DUSP3 inh 7, Anthrax LF prot -8, Vc quorum ag inactive, SSB-PriA inh -17, SARS 3CLpro inh -6 and PfHsp40 yeast 0.1.
CCn1nc(C)cc1C(=O)N1CCc2c([nH]c3ccccc23)C1c1cc(F)ccc1F (configuration not stated) was read as TcdB GH inh -0.4, Yp Topo-I inh 36, CCHF vOTU inh 4, BoNT-A LC inh2 -0.4, DUSP3 inh -14, Anthrax LF prot 1, Vc quorum ag 0.2, SSB-PriA inh 13, SARS 3CLpro inh 5 and PfHsp40 yeast 2.9.
`CC1CCCN(CCCOc2ccc(Cl)cc2Br)C1` (configuration not stated) gave TcdB GH inh 0.0, Yp Topo-I inh -4, CCHF vOTU inh -1, BoNT-A LC inh2 3.0, DUSP3 inh 4, Anthrax LF prot 2, Vc quorum ag -0.3, SSB-PriA inh -7, SARS 3CLpro inh -1 and PfHsp40 yeast -2.5.
For O=c1c(C(c2ccccc2)c2c(O)nc3n(c2=O)CCCS3)c(O)nc2n1CCCS2 the results were Yp Topo-I inh -7, CCHF vOTU inh 2, BoNT-A LC inh2 0.5, DUSP3 inh 25, Anthrax LF prot -3, SSB-PriA inh -3, SARS 3CLpro inh 3 and PfHsp40 yeast 1.1.
Screening CC(C)n1nnnc1C1c2ccccc2C(=O)N1CCCN1CCOCC1 (configuration not stated) returned TcdB GH inh 0.1, CCHF vOTU inh -6, BoNT-A LC inh2 -0.5 and Anthrax LF prot 5.
For Cc1ccccc1S(=O)(=O)Cc1ccc(C(=O)NCCN(CC(C)C)CC(C)C)o1 the results were TcdB GH inh 0.3, Yp Topo-I inh 22, CCHF vOTU inh 4, BoNT-A LC inh2 -1.4, DUSP3 inh 10, Anthrax LF prot -8, Vc quorum ag 0.1, SSB-PriA inh 1, SARS 3CLpro inh -8 and PfHsp40 yeast -1.1.
For CC1Oc2ccccc2C(=O)N(CC(=O)c2ccc3c(c2)OCCO3)C1=O (configuration not stated) the results were TcdB GH inh 1.5, Yp Topo-I inh 21, CCHF vOTU inh -2, BoNT-A LC inh2 -1.4, DUSP3 inh 4, Anthrax LF prot -1, Vc quorum ag inactive, SSB-PriA inh 4, SARS 3CLpro inh -1 and PfHsp40 yeast 0.4.
Screening CC1=C(C(=O)OCC2CCCO2)C(c2ccc(F)cc2)NC(=O)N1 (configuration not stated) returned TcdB GH inh 0.8, Yp Topo-I inh 5, CCHF vOTU inh 2, BoNT-A LC inh2 0.4, DUSP3 inh 11, Anthrax LF prot 0, Vc quorum ag -0.2, SSB-PriA inh -13, SARS 3CLpro inh 1 and PfHsp40 yeast -1.5.
Screening COc1ccc(OCC(=O)NNC(=O)c2c(-c3ccccc3Cl)noc2C)cc1 returned TcdB GH inh 0.5, Yp Topo-I inh -10, CCHF vOTU inh -12, BoNT-A LC inh2 inconclusive, DUSP3 inh -11, Anthrax LF prot 2, Vc quorum ag inactive, SSB-PriA inh 2, SARS 3CLpro inh 0 and PfHsp40 yeast -1.0.
Screening C=CCOC(=O)C1=C[C@@H](c2ccc3c(c2)OCO3)C[C@@H](OCCCCO)O1 returned TcdB GH inh 0.8, Yp Topo-I inh 29, CCHF vOTU inh -3, BoNT-A LC inh2 0.4, Anthrax LF prot -12, Vc quorum ag inactive and PfHsp40 yeast 0.2.
Screening O=C(OCc1cc2ccccc2[nH]c1=O)c1ccc([N+](=O)[O-])cc1 returned TcdB GH inh 0.6, Yp Topo-I inh 8, CCHF vOTU inh 10, BoNT-A LC inh2 1.8, DUSP3 inh 16, Anthrax LF prot 0, Vc quorum ag -0.8, SSB-PriA inh -12, SARS 3CLpro inh 2 and PfHsp40 yeast 3.4.
`O=C(NC1(C(F)(F)F)C(=O)Nc2c1c(=O)[nH]c(=O)n2-c1ccccc1)c1cccnc1` (configuration not stated) gave Yp Topo-I inh -1, CCHF vOTU inh -18, BoNT-A LC inh2 6.9, DUSP3 inh 18, Anthrax LF prot -9, Vc quorum ag inactive, SSB-PriA inh -15, SARS 3CLpro inh 5 and PfHsp40 yeast -1.0.
`COc1cccc(NC(=O)c2ccccc2-c2nc(-c3ccc(F)cc3)no2)c1` gave TcdB GH inh 0.5, Yp Topo-I inh 10, BoNT-A LC inh2 -0.5, DUSP3 inh 21, Anthrax LF prot -2, Vc quorum ag -0.3, SSB-PriA inh -11, SARS 3CLpro inh 4 and PfHsp40 yeast 2.1.
Screening O=C(O)COc1ccccc1-c1nc(-c2ccccc2)c(-c2ccccc2)[nH]1 returned TcdB GH inh 1.5, Yp Topo-I inh -2, CCHF vOTU inh -14, BoNT-A LC inh2 6.5, DUSP3 inh 1, Anthrax LF prot 0, Vc quorum ag -0.8, SSB-PriA inh 0, SARS 3CLpro inh 4 and PfHsp40 yeast 1.1.
Screening COc1ccc(C(=O)/C=C/Nc2cccc(O)c2)cc1 returned Yp Topo-I inh 22, CCHF vOTU inh 20, BoNT-A LC inh2 inconclusive, DUSP3 inh 6, Anthrax LF prot -12, Vc quorum ag inactive, SSB-PriA inh 10, SARS 3CLpro inh -9 and PfHsp40 yeast -0.9.
Screening O=C(O)CCC1(C(=O)O)CCC(=O)c2ccccc21 (configuration not stated) returned TcdB GH inh 0.9, Yp Topo-I inh 3, CCHF vOTU inh 7, BoNT-A LC inh2 0.3, Anthrax LF prot 0, Vc quorum ag 0.8, SSB-PriA inh -16 and PfHsp40 yeast -1.0.
For CCOC(=O)c1cc2c(=O)n3ccccc3nc2n(CC(C)C)c1=NC(=O)c1c(-c2c(F)cccc2Cl)noc1C the results were Yp Topo-I inh 3, CCHF vOTU inh -29, BoNT-A LC inh2 60*, DUSP3 inh -20, Anthrax LF prot 22, Vc quorum ag -0.5, SSB-PriA inh 1, SARS 3CLpro inh -2 and PfHsp40 yeast -0.3.
For CC(C)CN(C(=O)CN(C)C(=O)Cc1ccccc1Cl)c1c(N)n(CC(C)C)c(=O)[nH]c1=O the results were TcdB GH inh 0.4, Yp Topo-I inh 12, CCHF vOTU inh -6, BoNT-A LC inh2 0.6, DUSP3 inh -6, Anthrax LF prot 0, Vc quorum ag -0.2, SSB-PriA inh 4, SARS 3CLpro inh 1 and PfHsp40 yeast -0.3.
For Cn1c(=O)oc2cc(S(=O)(=O)NCCC(=O)NC3CCCc4ccccc43)ccc21 (configuration not stated) the results were TcdB GH inh 0.6, Yp Topo-I inh -5, CCHF vOTU inh -4, BoNT-A LC inh2 -1.0, DUSP3 inh 6, Anthrax LF prot -3, Vc quorum ag -0.2, SSB-PriA inh -1, SARS 3CLpro inh -1 and PfHsp40 yeast 0.1.
Screening Cc1ccc(OCCC(=O)OCC(=O)Nc2ccc(Cl)cn2)cc1 returned Yp Topo-I inh 3, CCHF vOTU inh 6, BoNT-A LC inh2 0.0, DUSP3 inh 23, Anthrax LF prot -3, Vc quorum ag inactive, SSB-PriA inh 2, SARS 3CLpro inh 3 and PfHsp40 yeast 1.9.
`COc1ccc(-c2csc(NC(=O)COC(=O)C3=COCCO3)n2)cc1` gave TcdB GH inh 0.2, Yp Topo-I inh 10, CCHF vOTU inh 4, BoNT-A LC inh2 -0.7, DUSP3 inh -2, Anthrax LF prot -2, Vc quorum ag inactive, SSB-PriA inh -7, SARS 3CLpro inh 0 and PfHsp40 yeast -0.4.
`CCn1c(Cc2ccccc2)nnc1SCC(=O)Nc1nc(C)c(C)s1` gave Yp Topo-I inh 2, CCHF vOTU inh 2, BoNT-A LC inh2 2.0, DUSP3 inh 24, Anthrax LF prot 0, Vc quorum ag inactive, SSB-PriA inh 5, SARS 3CLpro inh 5 and PfHsp40 yeast -0.3.

A draw from above in order of SMILES length, low to high.
Screening CC1=C(C(=O)OCC2CCCO2)C(c2ccc(F)cc2)NC(=O)N1 (configuration not stated) returned TcdB GH inh 0.8, Yp Topo-I inh 5, CCHF vOTU inh 2, BoNT-A LC inh2 0.4, DUSP3 inh 11, Anthrax LF prot 0, Vc quorum ag -0.2, SSB-PriA inh -13, SARS 3CLpro inh 1 and PfHsp40 yeast -1.5.
Screening COc1ccc(OCC(=O)NNC(=O)c2c(-c3ccccc3Cl)noc2C)cc1 returned TcdB GH inh 0.5, Yp Topo-I inh -10, CCHF vOTU inh -12, BoNT-A LC inh2 inconclusive, DUSP3 inh -11, Anthrax LF prot 2, Vc quorum ag inactive, SSB-PriA inh 2, SARS 3CLpro inh 0 and PfHsp40 yeast -1.0.
Screening O=C(OCc1cc2ccccc2[nH]c1=O)c1ccc([N+](=O)[O-])cc1 returned TcdB GH inh 0.6, Yp Topo-I inh 8, CCHF vOTU inh 10, BoNT-A LC inh2 1.8, DUSP3 inh 16, Anthrax LF prot 0, Vc quorum ag -0.8, SSB-PriA inh -12, SARS 3CLpro inh 2 and PfHsp40 yeast 3.4.
`O=C(NC1(C(F)(F)F)C(=O)Nc2c1c(=O)[nH]c(=O)n2-c1ccccc1)c1cccnc1` (configuration not stated) gave Yp Topo-I inh -1, CCHF vOTU inh -18, BoNT-A LC inh2 6.9, DUSP3 inh 18, Anthrax LF prot -9, Vc quorum ag inactive, SSB-PriA inh -15, SARS 3CLpro inh 5 and PfHsp40 yeast -1.0.
